ALOX15B inhib: inhibitors of human 15-lipoxygenase 2 (ALOX15B); O15296; purified 15hLO-2, xylenol orange hydroperoxide absorbance; Potency, µM (highest dose often 57.1 µM), for inactives: at the highest dose activity change, negative = inhibition, actives largely listed as inhibitors; hit rate 0.56% among 110,000; also: potency is read from the fitted curve at half-maximal effect; nearly all actives have a fitted effect of over 60% in size; many of its hits are not listed in these tables
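Enzyme 50 nM, AA 45 uM, 25 mM Hepes pH 7.5 + 0.01% Triton X-100; cpd preinc 15 min RT, rxn 90 min RT; stop/detect with 200 uM XO + 300 uM Fe(II) in 50 mM H2SO4, 30 min; A573/A405.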
ALOX12 inhib: 12-hLO (ALOX12) enzyme inhibition | purified 12-hLO, xylenol orange hydroperoxide absorbance | Potency, µM (highest dose often 57.1 µM), without a hit: top-dose activity change, negative = inhibition, most hits filed as inhibitors | hit rate 0.12% among 150,000 | AID 1452; also: potency is read from the fitted curve at half-maximal effect; nearly all actives have a fitted effect of over 55% in size; many of its hits are not listed in these tables
Target sequence (P18054 whole entry, looked up): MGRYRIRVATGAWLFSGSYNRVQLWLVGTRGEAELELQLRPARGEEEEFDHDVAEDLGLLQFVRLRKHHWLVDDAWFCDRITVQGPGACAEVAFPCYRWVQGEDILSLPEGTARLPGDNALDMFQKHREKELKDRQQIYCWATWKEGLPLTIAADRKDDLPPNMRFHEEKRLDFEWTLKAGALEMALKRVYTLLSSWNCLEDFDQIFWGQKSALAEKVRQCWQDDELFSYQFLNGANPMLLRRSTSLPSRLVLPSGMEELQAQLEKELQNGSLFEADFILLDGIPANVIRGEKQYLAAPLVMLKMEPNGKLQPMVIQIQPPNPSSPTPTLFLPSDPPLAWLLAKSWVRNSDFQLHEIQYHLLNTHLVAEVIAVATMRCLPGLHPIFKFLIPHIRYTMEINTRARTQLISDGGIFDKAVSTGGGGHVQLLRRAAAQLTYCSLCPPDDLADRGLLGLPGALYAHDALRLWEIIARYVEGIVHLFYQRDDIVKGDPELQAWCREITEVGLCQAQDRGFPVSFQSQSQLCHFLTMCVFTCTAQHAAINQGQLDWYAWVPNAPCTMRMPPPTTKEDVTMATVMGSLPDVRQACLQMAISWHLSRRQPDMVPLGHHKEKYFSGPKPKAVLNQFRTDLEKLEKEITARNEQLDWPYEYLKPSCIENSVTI
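150 nM 12hLO, 25 mM Hepes pH 7.0 + 0.01% Triton X-100; cpd preinc 15 min RT; 40 uM arachidonic acid, 30 min RT; Fe-XO 30 min; A573/A405 ratio as read-out.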
PNC assembly inh: inhibitors of perinucleolar compartment assembly. activity change (PNC), negative = inhibition, % at 10 µM. PC3M PTB-GFP, PNC prevalence imaging, 16 h; hits give low values. hit rate 3.1% among 140,000. AID 2417;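 active = readout at or below -70, meaning at least 70% loss of cells showing the perinucleolar compartment, a nuclear body marking cancer cells; inconclusive = readout between -30 and a set limit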;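 also: plate controls were DMSO wells for no effect and camptothecin positive control wells for full effect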
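Compounds are pinned in duplicate onto adhered PC3M cells stably expressing GFP-tagged PTB and incubated 16 h at 37 C. Cells are then fixed, nuclei stained with Hoechst, and PNC-positive cells counted.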
IMPase inh: membrane-permeable compound that blocks inositol monophosphatase; P97697; CHO-M1 cells, IP1 accumulation, HTRF TR-FRET ratio; 120,000 tested, under 10 active; inhibition (IP1 accumulation), % at 46.1 µM; active = well fitted curve in the direction sought with a large enough effect in the signal ratio, not every such curve was filed as active; inconclusive = small, poorly fitted or top-dose-only effect, or a change in a side signal; inactive = no such curve, though single readings can be large or run the other way; the % refers to the signal ratio;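 also: cells stimulated with carbachol in lithium chloride buffer; plate controls were DMSO basal wells for no effect and reference inhibitor wells for full effect; higher means more IMPase inhibition seen as more IP1 and lower FRET ratio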
Target sequence (P97697 whole entry, looked up): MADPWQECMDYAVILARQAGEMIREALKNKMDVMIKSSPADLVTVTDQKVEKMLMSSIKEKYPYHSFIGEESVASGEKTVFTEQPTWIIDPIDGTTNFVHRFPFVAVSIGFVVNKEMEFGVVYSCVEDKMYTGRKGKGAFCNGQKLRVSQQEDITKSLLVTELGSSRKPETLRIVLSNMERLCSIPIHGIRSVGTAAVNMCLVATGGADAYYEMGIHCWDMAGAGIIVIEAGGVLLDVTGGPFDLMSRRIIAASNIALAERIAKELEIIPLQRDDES
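CHO-M1 cells (CHO stably expressing M1 receptor), compound up to 46 uM final, stimulated with carbachol (50 uM as added) in buffer with 50mM LiCl, pH 7.4, 30 min at 37C. Cytosolic IP1 read by TR-FRET; AC50 from Hill fits.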
Numbers without * were called inactive; ? = inconclusive; . = no result given; & = joins results of further samples; [ ] = another dose, or the depositor's remark. Unless noted, calls follow the shape of the dose curve; as a rule, active = well fitted curve in the direction sought with a large enough effect; inconclusive = small, poorly fitted or top-dose-only effect, or another doubt; inactive = no such curve, though single readings can be large; an effect the other way counts as inactive or inconclusive. Unless noted, % is scaled to controls: 0 for no effect and ±100 for the full control effect.

A first look (2 entries):
SMILES | ALOX15B inhib | ALOX12 inhib | PNC assembly inh | IMPase inh
O=C(N/N=C/c1ccc(-c2cccc([N+](=O)[O-])c2)o1)[C@H]1C[C@@H]1c1ccccc1 | . | -1% | -24 | .
CC1(C(=O)Nc2nnc(C(C)(C)C)s2)Cc2ccccc2C(=O)O1 (stereo not given) | . | 3% | 81 | 2

This part in full, repeating the preview:
SMILES | ALOX15B inhib | ALOX12 inhib | PNC assembly inh | IMPase inh
O=C(N/N=C/c1ccc(-c2cccc([N+](=O)[O-])c2)o1)[C@H]1C[C@@H]1c1ccccc1 | . | -1% | -24 | .
CC1(C(=O)Nc2nnc(C(C)(C)C)s2)Cc2ccccc2C(=O)O1 (stereo not given) | . | 3% | 81 | 2
CC1CC(C)(C)Nc2ccc(OC(=O)c3ccco3)cc21 (stereo not given) | -11% | -12% | 41 | 9
CN(C)c1ccc(C2(c3ccc(N(C)C)cc3)OC(=O)c3cc(N(C)C)ccc32)cc1 | 4% | -1% | . | .
Cc1ccccc1NC(=S)NCCc1ccccn1 | -4% | 1% | ? | 2
Cc1cccc(C)c1OCCSc1n[nH]c(N)n1 | -1% | 4% | 30 | 3
Clc1ccc(CSc2nncn2-c2ccccn2)cc1 | -8% | -2% | 8 | 5
CCn1c(CC(=O)Nc2cccc(OC)c2)nnc1SCC(=O)N1CCN(c2ccccc2)CC1 | 3% | -4% | -85* | -11
CCCC1c2ccc(C)n2CCN1C(=O)Nc1ccc(F)cc1 (stereo not given) | 34%[activator] | -6% | 119 | 7
COC(=O)CCN(C(=O)c1ccc(OC(C)=O)cc1)c1ccccn1 | -7% | 2% | 2 | ?
CCOc1ccc(S(=O)(=O)n2cc(-c3ccc(F)cc3)c(N)n2)cc1 | -1% | -11% | -17 | 8
O=C(OC(C(=O)NCC1CCCO1)c1ccccn1)c1cccs1 (stereo not given) | -2% | 4% | -15 | -4
CCC/C=C(\CCC)C(NC(=O)c1cccs1)c1ccc(C(=O)OC)cc1 (stereo not given) | 5% | 5% | . | .
CC1CN(Cc2nc3c(c(=O)n(C)c(=O)n3C)n2Cc2ccccc2)CC(C)O1 (stereo not given) | 5% | 4% | -17 | 9
O=C(NCc1ccccn1)c1ccc(Br)s1 | 23% | 1% | 8 | 2
O=C1/C(=C/c2ccccc2)CCC1C1CCCC1 (stereo not given) | . | -1% | 20 | .
CCOC(=O)N1CCN(c2cc(=O)n(-c3ccccc3Cl)c(=O)[nH]2)CC1 | 0% | 4% | 34 | -2
COC(=O)c1c(-c2cccc(C)c2)csc1N | -19% | -12% | 12 | 2
CC(=O)Nc1cccc(-c2nnc(SCC(=O)n3c4c(c5ccccc53)CCCC4)n2C)c1 | -4% | -3% | -21 | 5
CCC1(C)Cc2nc3sc(C(=O)O)c(N)c3cc2CO1 (stereo not given) | -22% | -6% | -4 | -6
O=C1CC(c2ccccc2)CC(O)=C1C=NCc1ccc(Cl)c(Cl)c1 (stereo not given) | 12% | -6% | 33 | 6
COc1cccc(/C=N/Nc2ncnc(Cl)c2N)c1O | . | -2% | ? | .
COc1ccc(CN(C)CC(=O)NC(=O)NCc2ccccc2)cc1OC | . | 0% | 28 | .
CCn1c(SCC(=O)C(C)(C)C)nnc1-c1ccccc1OC | -2% | -1% | -18 | -6
CC1SC(=NC(=O)C(C)N2C(=O)c3ccccc3C2=O)NC1=O (stereo not given) | . | 2% | 4 | .
COc1cc(S(=O)(=O)N2CCOCC2)ccc1NC(=O)COC(=O)c1ccccn1 | -22% | -3% | -13 | -3
O=C(Nc1ccc2c(c1)OCO2)c1cnn2c1NC(c1ccco1)CC2C(F)(F)F (stereo not given) | -4% | -7% | ? | -3
CCC(=O)Nc1ccc(-c2nnc(SCC(=O)N3CCCCC3)n2C)cc1 | 0% | -3% | 32 | -5
Cc1cc(C(=O)COc2cccc3cccnc23)c(C)n1C | 7% | 5% | ? | -2
N#Cc1ccccc1Cn1c(=O)n(CCCC(=O)NCc2ccc3c(c2)OCO3)c(=O)c2ccccc21 | . | 1% | 45 | .

Printed as active in PNC assembly inh (from the list above):
SMILES | ALOX15B inhib | ALOX12 inhib | PNC assembly inh | IMPase inh
CCn1c(CC(=O)Nc2cccc(OC)c2)nnc1SCC(=O)N1CCN(c2ccccc2)CC1 | 3% | -4% | -85* | -11

(next part)
SMILES | ALOX15B inhib | ALOX12 inhib | PNC assembly inh | IMPase inh
COc1ccc(OC)c(NC(=O)COC(=O)CN(C)S(=O)(=O)c2ccc(C)cc2)c1 | . | -7% | ? | .
CC1CCCN(CCOc2ccc(Br)cc2)C1 (stereo not given) | . | 1% | -4 | .
Cc1ccc(-c2nnn(CC(=O)N(Cc3cccs3)C(C(=O)NC3CCCCC3)c3ccco3)n2)o1 (stereo not given) | 0% | 0% | -28 | 8
COc1ccc(N(Cc2cc3ccc(C)cc3[nH]c2=O)C(C)=O)cc1 | 0% | -6% | -16 | -2
O=C(CCC1N=C2c3ccccc3N=C(SCc3ccc(Cl)cc3)N2C1=O)NCc1ccco1 (stereo not given) | -22% | -15% | -29 | -5
COc1ccccc1NC(=S)NCCSc1ccc(Cl)cc1 | . | ? | 11 | 13
Cc1ccc2cccc(NC(=O)c3ccc(Br)o3)c2n1 | 0% | -4% | 11 | 20
CC(C)c1nnc(NC(=O)CSc2ncn[nH]2)s1 | 15% | 7% | -13 | 10
COC(=O)C1=C(C)N(c2ccc(Cl)c(Cl)c2)C(=O)C1 | . | 1% | 199 | 13
COc1ccccc1-c1nn2c(-c3ccc(C(C)(C)C)cc3)nnc2s1 | 22% | -3% | 9 | 4
O=c1cc(-c2ccccc2)[nH]c2cc(Cl)ccc12 | -3%[0.0915 µM] | 0%[0.00818 µM] | -119* | .
COc1ccc(-c2cccc(C(=O)Nc3ccccc3C)c2)cc1 | . | 0% | -25 | -18
CCCCn1nc2cc(C(=O)NCC34CC5CC(CC(C5)C3)C4)ccc2c1OCC | 5%[11.4 µM] | -2% | ? | -4[1.84 µM]
CCCN1C2CCCC1CC(NC(=O)Nc1ccc(C(C)C)cc1)C2 (stereo not given) | . | 2% | -9 | 15
COC(=O)C1=C(NC(=O)C(C)(C)C)CCS1 | . | -2% | 1 | -7
CC(C)n1c(SCC(N)=O)nc2c1c(=O)n(C)c(=O)n2C | 3% | -4% | 41 | 9
N#CC1=C(N)Oc2ccc3ccc(O)cc3c2C1c1ccsc1 (stereo not given) | . | -7% | ? | 1
CC(C)CN1CCC2(CC1)CCN(C(=O)c1ccncc1)CC2 | 6% | 2% | . | .
COc1cccc(C2CC(c3cccc(Br)c3)n3ncnc3N2)c1 (stereo not given) | . | -1% | 86 | 0
CC(C)=CC(=O)OCC(=O)Nc1ccccc1Cl | 7% | -1% | -26 | 3
O=C(O)CNS(=O)(=O)c1ccc(F)cc1 | 3% | -2% | ? | -7
CC(C)(C)NC(=O)C(c1c[nH]c2ccccc12)N(C(=O)Cn1nnc(-c2ccc(F)cc2)n1)c1cccc(O)c1 (stereo not given) | . | -2% | -22 | .
Cc1ccc(C(=O)C(OC(=O)CNS(=O)(=O)c2ccccc2)c2ccccc2)cc1 (stereo not given) | -11% | 1% | -11 | 5
COC(=O)CNC(=O)[C@@]1(C)C=C[C@@H](Cc2ccccc2)N1C(=O)OC | -4% | 0% | . | .
O=C(CSc1nc2ccc(Cl)cc2o1)NCc1ccc2c(c1)OCO2 | 7% | -20% | ? | -3
O=C(CSC1CC(=O)N(CCc2ccccc2)C1=O)Nc1ccc(Cl)cc1 (stereo not given) | . | -8% | 95 | .
CCn1c(SCC(=O)Nc2ccc3c(c2)c2ccccc2n3CC)nnc1-c1ccco1 | 7% | -2% | 23 | -1
COc1ccc(N2CCN(C(=O)c3cccc(N4C(=O)C5CC=CC(C)C5C4=O)c3)CC2)cc1 (stereo not given) | -16% | 1% | -5 | -18
CCn1cc(C(=O)NCCCOC(C)C)c2cc(OC)c(OC)cc2c1=O | -22% | -1% | 10 | 12
COCc1cc(Sc2ccc(Cl)cc2Cl)nc(-c2ccccc2)n1 | 11% | -1% | ? | 0
O=c1oc2c(Cl)cc(Cl)cc2cc1-c1nnc(Nc2ccccc2F)s1 | -8% | -2% | -28 | -3
Cc1ccc(CS(=O)(=O)Cc2ccc(C(=O)NCCCN3CCOCC3)o2)cc1 | 5% | 4% | 18 | -1
Cc1ccc(NC(=O)NC(=O)COc2ccc(Cl)cc2Cl)c(C)c1 | . | -3% | ? | 6
CN1CCN(C(=O)c2ccc3c(c2)NC(=O)C(C)(C)O3)CC1 | -4% | -3% | 13 | ?
Cc1cc(C)c([N+](=O)[O-])cc1-c1ccc(/C=N/c2c(-c3ccco3)nc3ccccn23)o1 | -1% | -7% | ? | -12
O=C(Cn1cnc2c(cnn2-c2ccc(Cl)cc2)c1=O)NCC1CCCO1 (stereo not given) | -4% | -6% | ? | -1
CC(Oc1ccc(C(=O)NCCc2ccccc2)cc1)C(=O)O (stereo not given) | -8% | 8% | 37 | -5
Cc1ccc2c(c1)c1nc3ccccc3nc1n2CCN1CCOCC1 | 8% | -6% | ? | 14
Cc1ccc(O)c(C(=O)c2cnn(-c3ccccc3)c2)c1 | 6% | 0% | 26 | 3
CNC(=O)c1[nH]cnc1C(=O)Nc1ccc(C)cc1 | . | -2% | -4 | 10
CSc1nc(C)c2c(c1C#N)CCCC2 | 1% | 2% | ? | -4
O[C@@H]1C2CCCC1[C@]1(O)CCCCC1C2 (stereo not given in full) | -6% | -3% | -3 | -15
O=C(C1CCN(c2nnc(-n3cccc3)s2)CC1)N1CCc2ccccc2C1 | . | 4% | 18 | 1
O=C(C1CC1)N1CCc2cc(S(=O)(=O)N3CCCc4ccccc43)ccc21 | 1% | -3% | 31 | 3
Cc1nnn(C23CC4CC(CC(CC(=O)Nc5ccc(C)c(C)c5)(C4)C2)C3)n1 | . | -2% | 47 | .

Part of the list above, reduced to ALOX15B inhib, PNC assembly inh and ALOX12 inhib:
structure | ALOX15B inhib | PNC assembly inh | ALOX12 inhib
CSc1nc(C)c2c(c1C#N)CCCC2 | 1% | ? | 2%
CC(C)c1nnc(NC(=O)CSc2ncn[nH]2)s1 | 15% | -13 | 7%
COc1cc(S(=O)(=O)N2CCOCC2)ccc1NC(=O)COC(=O)c1ccccn1 | -22% | -13 | -3%
O=C(CSc1nc2ccc(Cl)cc2o1)NCc1ccc2c(c1)OCO2 | 7% | ? | -20%

Going on with the list:
SMILES | ALOX15B inhib | ALOX12 inhib | PNC assembly inh | IMPase inh
CCOc1ccc(NC(=O)CS(=O)(=O)c2cn(CC)c3ccccc23)cc1 | -4% | 1% | -3 | 4
O=C1CCc2ccccc2O1 | -11% | 1% | . | .
CC(C)(C)C(=O)NCCN1C(=O)S/C(=C\c2ccc([N+](=O)[O-])cc2)C1=O | . | -1% | ? | .
CCOc1cc(/C=N/Nc2nc(N3CCCC3)nc(N3CCCC3)n2)ccc1O | . | -9% | ? | 12
Cc1sc(NC(=S)NC(=O)c2cccs2)nc1-c1ccc(C(C)C)cc1 | 8% | -1% | 24 | -5
Cn1cc(CNC(=O)COc2ccc(Cl)cc2Cl)cn1 | -1% | -6% | ? | 0
CC1O[C@@H](Oc2c(-c3ccc(O)c(O)c3)oc3cc(O)cc(O)c3c2=O)C(O)C(O)C1O (stereo not given in full) | -5% | -4% | . | .
Cc1ccc2sc(NNC(=O)c3ccc4c(c3)OCCO4)nc2c1C | . | -1% | ? | .
CCOC(=O)CSc1nc2ccccc2c(=O)n1CCC(=O)NCCc1ccc(OC)c(OC)c1 | -22% | 0% | 14 | -4
O=C(NC(=S)N1CCN(Cc2ccc3c(c2)OCO3)CC1)c1ccc(Cl)cc1 | . | -6% | 30 | -6
Cn1nc(-c2ccc(OCC(=O)Nc3ccccc3)cc2)c2ccccc2c1=O | -10% | 7% | ? | 9&12
CCC(c1nnnn1C1CCCC1)N(Cc1cccs1)Cc1cc2cc(C)ccc2[nH]c1=O (stereo not given) | -6% | 1% | ? | -6
Cc1cc(NC(=O)CN2C(=O)NC(C)(c3ccc(OC(F)F)cc3)C2=O)no1 (stereo not given) | -1% | 1% | -26 | 0

Only part of the results is shown; count on the stated rates, not on these rows.
